ER stress rescue: protection against thapsigargin-triggered cell killing – 384-well, CSM14.1, ATP luminescence, primary screen (AID 1222); CSM14.1 thapsigargin-induced death rescue, ATP luminescence; higher % means a stronger effect; cellular ATP content (survival), % at 20 µM, or EC50 in µM where a hit was titrated; 190,000 tested, under 10 active;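 active means EC50 below 50 µM in the dose-response confirmation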;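 further: death triggered by thapsigargin at about 15 µM added after 2 h compound pretreatment; cell ATP read after overnight thapsigargin exposure of roughly 18 to 22 hours; normalized against plate controls of thapsigargin alone and 5% DMSO vehicle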
NOD2 inhibition: NOD2 signaling inhibitors, cell-based, luminescence, uHTS, HEK293 (AID 1566). HEK293 NOD2/NF-kB luciferase reporter, luminescence; higher % means a stronger effect. one-dose inhibition, % at 4 µM; EC50 in µM for titrated hits. 290,000 compounds, 0.63% hits; further: many of its hits are not listed in these tables
NOD1 NF-kB reporter: inhibition of NOD1-driven NF-kB reporter – cell-based, luminescence, uHTS, primary screen (AID 1578); 290,000 compounds, 1% hits; NOD1-driven NF-kB luciferase reporter cells, luminescence; higher % means a stronger effect; one-dose inhibition, % at 4 µM; EC50 in µM for titrated hits; in the data active means inhibition mostly above about 36%, no sharp cut-off; inactive means mostly below about 34%;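 further: HEK-293T reporter cells stimulated with the NOD1 agonist gamma-tri-DAP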
GPR55 activation: GPR55 agonists via beta-arrestin recruitment, primary screen, imaging, U2OS cells, beta-arrestin-GFP redistribution (AID 1961). U2OS GPR55 beta-arrestin-GFP redistribution imaging; higher % means a stronger effect. activation, % at 10 µM; hits with a dose series show EC50 in µM. 290,000 compounds, 0.048% hits;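 active means activation above 40% with more than 50 cells counted in the well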;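 further: U2OS osteosarcoma cells stably expressing GPR55 and beta-arrestin-GFP; plate controls were DMSO negative control for no effect and LPI positive control for full effect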
TNAP activators: human TNAP enzyme activators, primary screen, biochemical, luminescent, no phosphate acceptor, uHTS (AID 1001). purified TNAP, luminescent activation assay, no phosphate acceptor; higher activation fold means a stronger effect. activation fold at 20 µM; hits with a dose series show EC50 in µM. 200,000 compounds, 0.03% hits; in the data active means activation fold from about 3, or a potency from the dose series; inactive means the rest, 99 in 100 with activation fold below about 1.6; further: many of its hits are not listed in these tables
NTR1 agonist: NTR1-driven beta-arrestin-GFP spot formation – imaging, U2OS cells, high content, primary screen (AID 493036); P30989; agonist mode; activation, % at 20 µM; 330,000 compounds, 0.17% hits;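 active means activation at or above 40% of the spot to cytoplasm intensity ratio, with at least 20 cells analyzed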;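 further: 0% = DMSO without peptide and 100% = 100 nM NTR1 peptide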
Target sequence (P30989 whole entry, looked up): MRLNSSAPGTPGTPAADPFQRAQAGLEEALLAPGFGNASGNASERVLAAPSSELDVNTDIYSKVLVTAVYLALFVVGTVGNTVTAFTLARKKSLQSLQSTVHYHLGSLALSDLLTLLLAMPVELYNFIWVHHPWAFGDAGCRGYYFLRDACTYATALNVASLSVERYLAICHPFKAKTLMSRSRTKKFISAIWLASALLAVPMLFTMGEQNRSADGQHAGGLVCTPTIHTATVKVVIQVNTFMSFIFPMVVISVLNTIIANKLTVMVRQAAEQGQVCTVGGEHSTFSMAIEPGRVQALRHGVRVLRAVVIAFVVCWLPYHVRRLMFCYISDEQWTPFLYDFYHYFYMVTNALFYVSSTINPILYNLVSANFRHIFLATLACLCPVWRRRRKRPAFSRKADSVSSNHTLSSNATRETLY
KOR beta-arrestin-1: KOR antagonists, beta-arrestin recruitment, cell-based, luminescence, uHTS (AID 1778); KOR beta-arrestin recruitment, luminescence, antagonist mode; higher % means a stronger effect; 290,000 compounds, 0.091% hits; inhibition, % at 10 µM, or IC50 in µM where a hit was titrated; further: strong numbers were not always called active
Yfh1-off respiration: mitochondrial function rescue without frataxin homolog – Friedreich's ataxia, plus single-dose screen, dose response (AID 1465); S. cerevisiae Yfh1-off respiration, WST-1 reduction, 72 h; higher fold induction means a stronger effect; fold induction at 50 µM, or EC50 in µM where a hit was titrated; 220,000 compounds, 0.074% hits;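 active means fold induction of absorbance versus untreated yeast above a set limit, then at least 30% activation at any dose in follow-up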;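 further: activators that raise dye reduction in frataxin-depleted yeast; strong numbers were not always called active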
KOR beta-arrestin-2: KOR agonists, beta-arrestin recruitment, primary screen, cell-based, luminescence, uHTS (AID 1777); KOR beta-arrestin recruitment, luminescence; higher % means a stronger effect; 280,000 compounds, 0.02% hits; activation, % at 10 µM, or EC50 in µM where a hit was titrated; in the data active means activation above about 50%, passing the limit was not always enough; further: a part of the inactive calls stands beside numbers as strong as those of hits
NTR1 agonist cell count 20 µM: also measured in NTR1 agonist; calls as there; cell count; measured here: cell count, cytotoxicity flag
An asterisk follows results filed as active; i = inactive; nt = not tested or not shown; [ ] = another dose, or the depositor's remark. Unless noted, no stated cut-off is given here; in the data, active means inhibition above about 50%; inactive means the rest.

item	SMILES	ER stress rescue	NOD2 inhibition	NOD1 NF-kB reporter	GPR55 activation	TNAP activators	NTR1 agonist	NTR1 agonist cell count 20 µM	KOR beta-arrestin-1	Yfh1-off respiration	KOR beta-arrestin-2
1	COc1ccccc1C(=O)NN=C1CCN(Cc2ccccc2)CC1	-1.0%	8%	-30%	0.2%	1	-2.5	54	11%	i	7.5%
2	Cc1c(C(=O)N2CCN(c3ccc(F)cc3)CC2)sc2nc3n(c(=O)c12)CCC3	nt	22%	6%	-0.1%	nt	-1.0	66	-42%	nt	-0.5%
3	Cc1noc(C)c1CS(=O)(=O)c1ccc([N+](=O)[O-])cc1	0.3%	14%	-21%	-0.2%	1.1	0.0	42	-12%	i	-4.5%
4	CN(C)S(=O)(=O)c1ccc(C(=O)OCc2ccc(C#N)cc2)cc1	-0.2%	5%	-20%	-0.1%	1.1	2.4	39	22%	i	-4.6%
5	CCC(C)NC(=O)Cc1ccc(-c2ccccc2)cc1 (configuration not stated)	3.0%	23%	-11%	-0.3%	1.1	0.6	75	14%	i	-5.1%
6	NC(=S)c1cnn2c(-c3cccc(C(F)(F)F)c3)ccnc12	nt	24%	0%	0.0%	nt	1.0	80	42%	nt	-6.7%
7	COc1ccc(S(=O)(=O)N2CCN(C(=S)NCCc3ccccc3)CC2)cc1	nt	24%	-2%	0.0%	nt	0.4	51	6%	nt	8.8%
8	COc1ccc(NC(=O)CN2CCN(CC(=O)Nc3ccc(F)cc3F)CC2)cc1	nt	-17%	-8%	-0.1%	nt	-1.2	78	-5%	nt	-2.1%
9	CCOC(=O)CSc1nnc(-c2ccco2)n1-c1ccc(C)cc1	1.8%	10%	-9%	-0.1%	1.1	0.5	70	6%	i	-3.1%
10	COC(=O)CCCC1=CC2=CC(=O)C(C)(OC(=O)c3cccs3)C(=O)C2=CN1CC(C)C (configuration not stated)	nt	0%	-1%	-0.1%	nt	-2.8	90	15%	i	1.2%
11	COc1ccc(F)c(-c2nc(CN3CCC(c4ccccc4)CC3)c(C)o2)c1	1.4%	-6%	-26%	-0.1%	1.1	2.8	55	-8%[20 µM]	i	-3.6%
12	CCN(CC(=O)Nc1cccc(OC)c1)CC(=O)Nc1ccc(Br)c(C)c1	nt	-1%	3%	0.0%	nt	4.8	51	27%	nt	-4.7%
13	c1ccc(CNc2ccc3ccccc3n2)nc1	-3.1%	-92%	-25%	-0.1%	1.1	2.4	38	-15%	i	-5.7%
14	Cc1ccc2cc(/C=N/NC(=O)[C@@H]3CCCN3)c(Cl)nc2c1	nt	-9%	-10%	0.2%	nt	3.2	44	20%	i	1.7%
15	Cc1ccc2nc(NC(=O)CSc3nc4ccccc4o3)sc2c1	0.7%	10%	-10%	-0.2%	1	1.2	41	-35%	i	2.8%
16	NC(=O)c1c(NC(=O)c2ccncc2)sc2c1CCCCCC2	nt	29%	14%	0.5%	nt	3.2	76	-7%	nt	0.4%
17	Cc1nc(C)c(/C(O)=C/c2nc3ccc([N+](=O)[O-])cc3oc2=O)o1	-3.8%	-2%	-15%	0.1%	0.6	nt	nt	31%	i	-11%
18	O=C(c1ccco1)N1CCN(S(=O)(=O)c2cccc(Cl)c2)CC1	nt	3%	-6%	-0.3%	nt	0.8	52	-39%[20 µM]	nt	4.2%
19	Cc1nn(-c2ccccc2)c(OC(=O)c2cccs2)c1S(=O)(=O)c1ccc([N+](=O)[O-])cc1	-1.9%	11%	7%	0.0%	1	-0.7	46	-1%	i	-2.8%
20	O=C(CSc1nnc(Cc2ccccc2)o1)N1CCc2ccccc21	1.8%	-12%	-43%	-0.1%	1.1	0.2	60	10%	i	4.5%
21	COC(=O)c1sc(NC(=O)CSc2nnnn2-c2ccc(C)cc2C)nc1C	-1.1%	-23%	-11%	-0.3%	1.1	4.2	36	-9%	i	20%
22	COc1ccc(C(=O)Nc2cccc3nc(C)ccc23)cc1OC	nt	6%	1%	-0.3%	nt	-0.1	48	-43%[20 µM]	nt	1.8%
23	FC(F)C(F)(F)C(F)(F)C(F)(F)c1cc(-c2ccccc2)n[nH]1	-1.5%	-2%	8%	0.3%	0.6	13	61	-12%	i	-2.8%
24	CN1CCN(NC(=O)/C=C/c2cccc([N+](=O)[O-])c2)CC1	nt	14%	2%	-0.2%	nt	0.5	44	3%	nt	-2.9%
25	O=C(NCc1cn(-c2ccccc2)nc1-c1ccc(F)cc1)c1cccc([N+](=O)[O-])c1	1.3%	-8%	-32%	-0.3%	1	-1.1	89	8%	i	-2.6%
26	O=c1c(OC2OC(CO)C(O)C(O)C2OC2OC(CO)C(O)C(O)C2O)c(-c2ccc(O)cc2)oc2cc(O)cc(O)c12 (configuration not stated)	nt	18%	-4%	0.6%	nt	-0.3	73	5%	i	0.8%
27	O=C(NCc1ccc(Cl)cc1)c1cc(S(=O)(=O)N2CCCCC2)c[nH]1	nt	-2%	-11%	-0.1%	nt	1.3	59	-10%[20 µM]	nt	-3.0%
28	Cn1ccnc1SCC(=O)Nc1ccccc1	1.3%	7%	-19%	0.4%	1.2	2.3	49	-21%	i	-5.3%
29	O=C(Nc1ccccc1)Nn1cnnc1	nt	-6%	-19%	-0.3%	nt	nt	nt	6%	nt	0.1%
30	CCn1c(Cc2ccccc2)nnc1SCc1cccc(C(=O)O)c1	-1.7%	15%	-16%	-0.3%	1.1	-1.8	54	11%	i	-0.7%
31	Cn1c(=O)c2cc(S(=O)(=O)NCCC(=O)NC3CCCCCCC3)ccc2n(C)c1=O	-1.3%	-2%	-8%	0.3%	1	-1.6	72	-13%	i	0.4%
32	CCOc1cc(C=O)cc(Br)c1OCC(=O)NCCc1ccccc1	-0.8%	6%	-48%	-0.1%	1.1	0.0	87	-17%	i	1.1%
33	CC(C)(C)c1ccc(COn2ccnc2)cc1	1.2%	-9%	-14%	-0.1%	1	0.0	39	16%[20 µM]	i	-6.0%
34	Cc1cc(-c2nnc(CCC(=O)N(C)CCc3ccccc3)o2)no1	nt	-2%	4%	0.2%	nt	-0.7	66	2%	i	-3.9%
35	COc1ccc2ccccc2c1C(=O)/C=C\c1ccoc1	-2.8%	-22%	-20%	-0.1%	1	1.7	56	4%	>100µM*	0.6%
36	Cn1c2c(c(=O)n(C)c1=O)C(NC(=O)c1ccco1)(C(F)(F)F)C(=O)N2 (configuration not stated)	-2.8%	0%	6%	-0.2%	1.1	-1.3	61	12%	nt	-0.8%
37	CC(=O)c1cccc(NC(=O)CN2C(=O)C3C4C=CC(C4)C3C2=O)c1 (configuration not stated)	-2.5%	-12%	0%	0.3%	1.1	-1.2	62	-30%	i	3.6%
38	O=C(c1ccccc1F)N1CCN(c2ncccn2)CC1	-1.3%	18%	14%	-0.1%	1	-3.0	82	27%	i	-1.9%
39	O=C(/C=C\c1ccco1)Oc1cccc2cccnc12	-8.0%	19%	-5%	0.1%	1.1	0.6	83	-20%	i	6.3%
40	COc1cccc2cc(C(=O)CS(=O)(=O)c3ccc(C)cc3)c(=O)oc12	nt	27%	18%	-0.4%	nt	0.3	62	-19%	nt	0.8%
41	COc1ccccc1NC(=O)COn1nnc2ccc(S(=O)(=O)N3CCOCC3)cc21	-0.1%	16%	-26%	-0.4%	1	1.5	38	8%	i	-4.5%
42	O=C(CSc1nc(-c2ccc(F)cc2)cs1)NC(=O)NCc1ccco1	-0.4%	-4%	-2%	-0.3%	1	1.2	48	-4%	i	5.8%
43	COc1cc(C(=O)OCC(=O)Nc2c(F)c(F)c(F)c(F)c2F)cc(OC)c1OC	-0.3%	-2%	0%	-0.2%	1.1	-0.1	35	-13%	i	-3.1%
44	O=C(Cn1[nH]c(=O)c2ccccc2c1=O)OCC(=O)N1CCCc2ccccc21	1.4%	16%	-6%	-0.1%	1	1.6	94	5%	i	2.4%
45	O=C(C1CCC(CNc2c(N3CCCCC3)c(=O)c2=O)CC1)N1CCN(c2ccccn2)CC1 (configuration not stated)	nt	2%	-20%	-0.1%	nt	-2.2	48	8%[20 µM]	nt	-6.3%
46	CCCCC(=O)NCCNC(=O)c1cc(OCC(F)(F)F)ccc1OCC(F)(F)F	-1.4%	11%	-4%	-0.2%	1.1	3.1	48	-44%	i	-3.0%
47	CCOC(=O)c1ccc(NC(=O)CCc2nc(-c3ccc(Cl)cc3)no2)cc1	-0.6%	19%	-18%	0.3%	1	6.9	72	-24%	i	24%
48	COc1cccc(CNC(=O)c2ccc(NC3=NC4CS(=O)(=O)CC4S3)cc2)c1 (configuration not stated)	nt	10%	-15%	-0.4%	nt	0.2	64	-11%	nt	0.1%

Exported in transposed form: two of the compounds above.
43) COc1cc(C(=O)OCC(=O)Nc2c(F)c(F)c(F)c(F)c2F)cc(OC)c1OC
40) COc1cccc2cc(C(=O)CS(=O)(=O)c3ccc(C)cc3)c(=O)oc12

assay / entry	43	40
ER stress rescue	-0.3%	nt
NOD2 inhibition	-2%	27%
NOD1 NF-kB reporter	0%	18%
GPR55 activation	-0.2%	-0.4%
TNAP activators	1.1	nt
NTR1 agonist	-0.1	0.3
NTR1 agonist cell count 20 µM	35	62
KOR beta-arrestin-1	-13%	-19%
Yfh1-off respiration	i	nt
KOR beta-arrestin-2	-3.1%	0.8%

Next section
item	SMILES	ER stress rescue	NOD2 inhibition	NOD1 NF-kB reporter	GPR55 activation	TNAP activators	NTR1 agonist	NTR1 agonist cell count 20 µM	KOR beta-arrestin-1	Yfh1-off respiration	KOR beta-arrestin-2
49	CCOC(=O)c1ccc(N/N=C/c2cc(Br)cc([N+](=O)[O-])c2O)cc1	-1.3%	-82%	97%*	-0.1%	0.5	-0.2	52	61%*[20 µM]	i	-14%
50	O=C1CC2(CCCC2)CC(=O)N1c1ccccc1	1.3%	3%	-19%	-0.3%	1.1	-0.4	65	-21%	nt	1.5%
51	O=C(Cc1n[nH]c(=O)[nH]c1=O)N/N=C/c1cccc(O)c1	2.0%	0%	-10%	-0.1%	1.2	1.8	64	9%	i	-1.3%
52	Cc1ccccc1CN(CC(=O)Nc1cccc([N+](=O)[O-])c1)S(=O)(=O)c1ccc(Cl)cc1	-4.5%	nt	nt	0.6%	1	9.0	58	43%	i	7.9%
53	Cc1ccnc(SCC(=O)Nc2oc(-c3ccccc3)c(-c3ccccc3)c2C#N)n1	nt	-20%	-18%	-0.1%	1	4.3	73	-11%	i	3.8%
54	Cc1cccc(NC(=O)CCC(=O)OCC(=O)c2ccc(Oc3ccc([N+](=O)[O-])cc3)cc2)c1	-1.9%	18%	-14%	-0.3%	1.4	-0.4	86	-9%	i	2.7%
55	CC(=O)c1ccc(N=Nc2c(C)[nH]n(-c3ccccc3)c2=O)cc1	nt	7%	-34%	0.7%	nt	1.4	66	41%[20 µM]	nt	-13%
56	Cc1cccc(NC(=O)COC(=O)Cc2cccc(C(F)(F)F)c2)c1C	-1.3%	8%	-25%	-0.1%	1.1	2.8	74	14%	i	3.6%
57	O=c1[nH]c(-c2ccccc2F)nc2c1sc(=S)n2Cc1ccccc1	0.0%	20%	-7%	-0.2%	0.9	1.3	88	-8%	i	-2.8%
58	Nn1c(SCc2cccc(F)c2)nnc1-c1cccnc1	nt	13%	4%	0.0%	nt	1.5	55	17%	i	1.1%

Only part of the results is shown; rates above refer to the full screens.
